Tb PGK inh: blocks T. brucei phosphoglycerate kinase; P07378; PGK/GAPDH coupled, Kinase-Glo luminescence, 60 min; Potency, µM (highest dose often 57.5 µM), without a hit: at the top dose activity change, negative = inhibition, hits mostly inhibitors; 380,000 tested, 0.043% active; also: potency is read from the fitted curve at half-maximal effect; % is scaled to controls: 0 for no effect and ±100 for the full control effect; nearly all actives have a fitted effect of over 60% in size
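Luminescent ATP detection (Kinase-Glo Plus) follows a 60-minute room-temperature incubation, with wells lacking PGK as controls. Buffer: 100 mM TEA (pH 7.6), 5 mM MgCl2, 0.01% Tween-20. Coupling enzyme GAPDH (100 nM final) supplies unstable 1,3-BPG in-well.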
Pin1 inh: blocks the human prolyl isomerase Pin1; Q13526; Pin1 FP peptide displacement, HiFluor488, 10 min; Potency, µM (series often up to 115 µM), without a hit: top-dose activity, negative = inhibition, hits mostly inhibitors; 390,000 tested, 0.009% active; AID 504891; active = well fitted inhibition curve with a large enough effect in the polarisation, with a control signal flat, not every such curve was filed as active; inconclusive = small, poorly fitted or top-dose-only effect, or effect the other way, or a change in a side signal; inactive = no such curve, though single readings can be large or run the other way; the % refers to the polarisation; also: potency is read from the fitted curve at half-maximal effect; % is scaled to controls: 0 for no effect and ±100 for the full control effect
Target sequence (Q13526 whole entry, looked up): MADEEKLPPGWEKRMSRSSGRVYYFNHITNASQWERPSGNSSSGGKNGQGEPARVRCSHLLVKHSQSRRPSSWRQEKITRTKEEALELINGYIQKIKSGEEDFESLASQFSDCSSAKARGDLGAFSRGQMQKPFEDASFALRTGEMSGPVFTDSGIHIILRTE
GLS inhibitor: inhibitors of human glutaminase (GLS). Potency, µM (doses to about 45.5 µM), for inactives: at the highest dose activity change, negative = inhibition, most hits filed as inhibitors. GLS enzymatic activity, qHTS titration. O94925. 410,000 tested, 0.21% active. AID 624170; also: potency is read from the fitted curve at half-maximal effect; % is scaled to controls: 0 for no effect and ±100 for the full control effect
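Read-out is an Amplex red fluorescence increase coupled through glutamate oxidase and HRP, measured before and after 30 min room-temperature incubation. hKGA is in 45 mM KH2PO4 (pH 8.2) with 0.02% Tween-20; glutamine added as 1mM solution.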
HP1b chromo inh: HP1-beta chromodomain-methylated histone interaction inhibition; 390,000 tested, 0.56% active; AID 540317; P83916; Potency, µM (titrated, usually from 114 µM), without a hit: at the top dose activity change, negative = inhibition, usual class: inhibitors; AlphaScreen HP1-beta / biotin-H3K9me3 peptide binding; also: potency is read from the fitted curve at half-maximal effect; nearly all actives have a fitted effect of over 70% in size; inactives centre near 23
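Compound inhibition of the preformed complex between 50 nM HP1-beta and 50 nM biotinylated H3K9me3 peptide was read by AlphaScreen. Buffer was PBS pH 7.4 with 0.01% Tween-20. Incubations ran 30 min at room temperature, with 10 ug/mL donor/acceptor beads.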
BAZ2B inh: inhibitors of human BAZ2B bromodomain; Potency, µM (highest dose often 114 µM), without a hit: top-dose activity change, negative = inhibition, most hits filed as inhibitors; Q9UIF8; AlphaScreen BAZ2B-H3K14Ac peptide displacement; 360,000 tested, 4.4% active; also: potency is read from the fitted curve at half-maximal effect; % is scaled to controls: 0 for no effect and ±100 for the full control effect; nearly all actives have a fitted effect of over 60% in size
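AlphaScreen displacement of biotin-H3(5-23)K14Ac peptide (50 nM final) from BAZ2B (50 nM final) in PBS pH 7.4, 0.01% Tween-20; complex preformed 30 min RT, then compounds (top 110 uM) 30 min RT, beads 20 min dark.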
G9a inh: blocks human histone lysine methyltransferase G9a | G9a H3K9 monomethylation, AlphaScreen, 2 h | Q96KQ7 | Potency, µM (highest dose often 102 µM), inactives show at the highest dose activity, negative = inhibition, usual class: inhibitors | AID 504332 | 350,000 tested, 8.8% active; also: potency is read from the fitted curve at half-maximal effect; % is scaled to controls: 0 for no effect and ±100 for the full control effect; nearly all actives have a fitted effect of over 75% in size
Target sequence (Q96KQ7 913-1193 limits assumed): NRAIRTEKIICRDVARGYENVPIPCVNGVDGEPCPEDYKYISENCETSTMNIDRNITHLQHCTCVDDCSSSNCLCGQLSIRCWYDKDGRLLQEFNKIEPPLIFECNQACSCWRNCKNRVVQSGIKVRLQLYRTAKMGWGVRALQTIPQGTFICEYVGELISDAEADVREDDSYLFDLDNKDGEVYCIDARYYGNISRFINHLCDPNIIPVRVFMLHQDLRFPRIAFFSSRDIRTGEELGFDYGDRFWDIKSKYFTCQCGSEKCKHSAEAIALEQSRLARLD
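G9a (20 nM) preincubated 15 min RT with compounds, then 500 nM biotinylated H3K9 peptide and 20 uM SAM added; 2 h RT reaction. Monomethyl-H3K9 product detected by AlphaScreen with anti-H3K9me1 antibody, streptavidin donor and anti-rabbit IgG acceptor beads.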
JMJD2A Tudor inh: blocks the human JMJD2A Tudor domain; O75164; AlphaScreen JMJD2A-Tudor / H3K4me3 peptide binding; Potency, µM (top dose mostly 114 µM), without a hit: top-dose activity change, negative = inhibition, actives largely listed as inhibitors; 390,000 tested, 4.4% active; also: potency is read from the fitted curve at half-maximal effect; % is scaled to controls: 0 for no effect and ±100 for the full control effect; nearly all actives have a fitted effect of over 50% in size
ERG Ets-DNA blk: inhibitors of human ERG Ets domain-DNA interaction; Potency, µM (top dose mostly 76.9 µM), inactives show top-dose FP activity, negative = inhibition, actives largely listed as inhibitors; 370,000 tested, 0.028% active; AID 624246; P11308; fluorescence polarization, His-ERG Ets domain / labelled DNA; active = well fitted inhibition curve with a large enough effect in the polarisation, with a control signal flat; inconclusive = small, poorly fitted or top-dose-only effect, or effect the other way, or a change in a side signal; inactive = no such curve, though single readings can be large or run the other way; the % refers to the polarisation;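 also: polarization taken with two DNA probes labelled with fluorescein and Texas red; potency is read from the fitted curve at half-maximal effect; % of control where 0% means no effect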
Target sequence (P11308 whole entry, looked up, the tested form may be a part): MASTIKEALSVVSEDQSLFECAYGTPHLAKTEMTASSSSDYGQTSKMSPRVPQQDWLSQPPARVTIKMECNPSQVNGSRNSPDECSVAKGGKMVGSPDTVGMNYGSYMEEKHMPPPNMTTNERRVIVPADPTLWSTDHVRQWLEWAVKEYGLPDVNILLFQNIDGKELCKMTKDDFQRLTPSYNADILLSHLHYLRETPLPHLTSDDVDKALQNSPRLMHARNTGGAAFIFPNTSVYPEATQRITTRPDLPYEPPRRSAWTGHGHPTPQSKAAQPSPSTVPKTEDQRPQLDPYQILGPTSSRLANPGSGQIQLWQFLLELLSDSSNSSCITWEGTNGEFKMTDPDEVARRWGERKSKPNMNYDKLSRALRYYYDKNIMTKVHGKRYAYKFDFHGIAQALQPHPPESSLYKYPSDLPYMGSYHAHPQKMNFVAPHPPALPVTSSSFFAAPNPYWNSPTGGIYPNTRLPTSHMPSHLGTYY
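His-tagged ERG Ets domain (1 uM in the protein solution; 300mM KCl, 50mM Tris-HCl, 1mM EDTA, 1mM DTT, pH 7.5) received compound, then a probe mix of 5 nM fluorescein-DNA and 100nM Texas-615-DNA. Fluorescence polarization was read for both dyes.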
PI4K2A inh: blocks human PI4K2A kinase activity; AID 1346378; purified PI4K2A, ADP-Glo luminescence, 1 h; stronger effect = lower value; activity change, negative = inhibition, % at 76.9 µM; 420,000 tested, 0.13% active; in the data active = activity change below about -50%; inconclusive = mostly about -30% to -49%;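 also: -100% = wells without enzyme as full effect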
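ADP-Glo luminescence measured ADP generated by PI4K2A enzyme (4 ug/mL before mixing) with 1.2 mM PI substrate (pre-mix) and 300 microM ATP (pre-mix). Tris pH7.5 buffer with MgCl2, Triton X-100; 1 h reaction at ambient temperature.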
An asterisk follows results filed as active; i = inactive; ? = inconclusive; . = not tested or not shown; & = joins results of further samples; [ ] = remark or other dose. Unless noted, calls follow the shape of the dose curve; as a rule, active = well fitted curve in the direction sought with a large enough effect; inconclusive = small, poorly fitted or top-dose-only effect, or another doubt; inactive = no such curve, though single readings can be large; an effect the other way counts as inactive or inconclusive.

Tb PGK inh	Pin1 inh	GLS inhibitor	HP1b chromo inh	BAZ2B inh	G9a inh	JMJD2A Tudor inh	ERG Ets-DNA blk	PI4K2A inh	SMILES
i	1%	-3%	21%	-6%	?	-6%	.	-1	COc1cccc(CC(=O)OCC(=O)NC2CCCC2)c1
0%	2%	9%	51%[activator]	1%	27%[59 µM]	-6%	5%	-2	Clc1cccc(OCc2nc(-c3ccncc3)n[nH]2)c1
-7%	1%	0%	12%	4%	45µM*	?	-6%	6	COC(=O)C(CC(C)C)NC(=O)C(N)Cc1ccccc1 (stereo unspecified)
-1%	2%	1%	25%	-6%	-10%[12.7 µM]	-9%	-4%	-7	NS(=O)(=O)c1ccc(CCNC(=O)c2cc([N+](=O)[O-])ccc2N2CCOCC2)cc1
-6%	-3%	4%	26%	-27%	-7%[59 µM]	-6%	3%	-9	Cc1cccc(C)c1NC(=O)CSc1nnnn1-c1ccc(C(=O)O)cc1
3%	-12%	6%	30%	-13%	15%	-14%	18%	-2	CC(=O)Nc1ccc(OC(F)(F)Cl)cc1
-8%	?	7%	-31%	?	?	?	-4%	0	COc1ccc(C(C)(C)C)cc1NC(=O)Nc1ccc2c(c1)OCO2
-7%	-6%	0%	-6%	-16%	-10%	-16%	3%	3	COc1ccccc1N(CC(O)CN1CCCCC1)S(=O)(=O)c1ccc(C)cc1 (stereo unspecified)
5%	2%	6%	79%[activator]	70%[activator]	97%[activator]	100%[activator]	5%	2	CC(NC1c2ccccc2-c2ccccc21)c1ccccc1 (stereo unspecified)
-7%	-2%	6%	24%	-18%	0%	-7%	6%	-6	COCCn1c(SCC(=O)Nc2ccc(OC)cc2OC)nc2ccccc2c1=O
i	-11%	-5%	79%	4%	14%[59 µM]	-19%	10%	-5	Cc1c(C(=O)N2CCOCC2)c(S(=O)(=O)Nc2cccc(F)c2)c(C)n1C
-4%	1%	4%	22%	-24%	-9%	-18%[57.1 µM]	10%	1	COc1ccc(CN(C(=O)c2snc(C(N)=O)c2N)C(C(=O)NC2CCCC2)c2cc(OC)ccc2OC)cc1 (stereo unspecified)
i	-14%	5%	15%	?	?	-16%	-9%	-2	COCCn1c(C)cc(C(=O)COC(=O)C23CC4CC(CC(O)(C4)C2)C3)c1C
9%	1%	-1%	31%	.	.	-12%	-1%	2	O=C(CN1C(=O)NC(c2ccccc2)(c2ccccc2)C1=O)NCc1ccc(F)cc1
5%	?	-14%	-9%	.	.	-24%	2%	1	Cc1cc(C(=O)COC(=O)c2ccc(NC(=O)CC#N)cc2)c(C)n1-c1ccc(OC(F)F)cc1
-4%	0%	3%	14%	.	17%[59 µM]	-6%	-3%	-1	CC(C)[C@H](NC(=O)NCCc1ccc(Cl)cc1)C(=O)O
0%	?	-6%	36%&11%	.	.	-4%&-10%	2%	1	CCC/C=C1/CCCOC(C(=O)NCc2ccc(S(C)(=O)=O)cc2)(C(F)(F)F)C1 (stereo unspecified)
-3%	-9%	-2%	33%[activator]	-4%	10%[12.7 µM]	-4%	6%	4	CCOc1ccc2c(c1)c1nnc(SCC(=O)N3CCC(C)CC3)nc1n2C
-3%	3%	-2%	4%	-2%	3%[12.7 µM]	-15%	-1%	3	CCn1c(=O)cc(OCC(=O)NCCCN2CC(C)CC(C)C2)c2ccccc21 (stereo unspecified)
-4%	0%	0%	55%[activator]	8%	-1%	-2%	7%	-4	CC(C)(C)NC(=O)C1CCCN(S(=O)(=O)c2cccc3cccnc23)C1 (stereo unspecified)

Tb PGK inh	Pin1 inh	GLS inhibitor	HP1b chromo inh	BAZ2B inh	G9a inh	JMJD2A Tudor inh	ERG Ets-DNA blk	PI4K2A inh	SMILES
-7%	0%	-1%	7%	5%	-4%[12.7 µM]	-19%	-3%	-3	CCc1ccccc1NC(=O)C(CC)Sc1nc2cc3c(cc2c(=O)n1Cc1ccco1)OCO3 (stereo unspecified)
-2%	-2%	-3%	1%	-2%	46%[12.7 µM]	-19%	9%	-14	Cc1c(C(=O)OCC(=O)NCCN2C(=O)CSC2=O)cccc1[N+](=O)[O-]
i	-4%	-2%	34%	-26%	15%	-3%	3%	-5	COc1cccc(NC(=O)Nc2cc(C(=O)O)ccc2N2CC3CC(C2)c2cccc(=O)n2C3)c1 (stereo unspecified)
-5%	1%	16%	24%	-24%	1%	-14%	4%	-3	O=C1CC(N2CCc3ccccc32)C(=O)N1c1ccc(F)cc1 (stereo unspecified)
i	-6%	-34%	17%	-19%	3%	-7%	2%	0	COc1ccc(C(=O)NCc2nnc(SCC(=O)NC3=NCCS3)n2C)cc1
i	0%	6%	33%	5%	4%[12.7 µM]	-3%	-12%	0	O=C(Cn1c(=O)cnc2ccccc21)NC1CCC(O)CC1 (stereo unspecified)
i	-10%	15%	0%	-2%	2%[59 µM]	-20%[57.1 µM]	-10%	1	CCCCCCCC(=O)N/N=C(\C)c1cccnc1
6%	2%	-2%	8%	2%	-35%	-12%	3%	2	CCN(CC)c1ccc(S(=O)(=O)N2CCCCC2)cc1NC(=O)CN1C(=O)NC2(CCCC2)C1=O
-3%	-11%	-2%	24%	-2%	.	21%	-5%	2	CC1CC(NC(=O)CC#N)CC(C)(C)C1 (stereo unspecified)
8%	-3%	5%	25%[57 µM]	2%	7%[59 µM]	-4%	0%	1	Cc1ccccc1CCNC(=O)c1ccc2c(c1)nc1n2CCOC1
i	-3%	1%	55%[activator]	0%	10%[12.7 µM]	8%	-20%	-4	COc1ccc(S(=O)(=O)N2CCN(Cc3cc(=O)n4ccccc4n3)CC2)cc1
-4%[11.5 µM]	1%	3%	30%[activator]	12%	-17%[0.0925 µM]	-19%	.	0	COc1ccc(OC)c(S(=O)(=O)n2nnc3cc(Cl)ccc32)c1
-3%	15%	-10%	46%[activator]	-1%	-15%[59 µM]	6%	20%	3	CCCCOC(=O)c1ccc(NC(=O)/C=C/c2cccs2)cc1
-7%	0%	3%	21%	-2%	2%[59 µM]	50µM*	-9%	6	O=C(NC(=S)Nc1ncc(Br)cc1Br)c1cncc(Br)c1
-14%	-11%	6%	41%[activator]	-9%	-2%	-12%	-3%	-3	COCCNC(=S)Nc1ccc(Cl)c(Cl)c1
-8%	-1%	0%	11%	-14%	.	-16%	-2%	-2	O=C(N/N=C/c1cc(O)ccc1[N+](=O)[O-])c1ccc2c(c1)OCCO2
-13%	-7%	-6%	20%	.	.	-34%	10%	3	O=C(C[C@@H]1C/C=C\C[C@H](Cc2ccc(F)cc2)C(=O)OC[C@@H](Cc2c[nH]c3ccccc23)NC1=O)NCCO
-7%	-5%	-1%	26%	-4%	-12%	-13%	4%	-3	Cn1c(SCC(=O)N2CCCCCC2)nc2c(c1=O)SCC2
-2%	-4%	0%	24%	0%	20%	-10%	-6%	3	CCOC(=O)CNC(=O)N1CCC(CCC(=O)N(C)Cc2ccccc2)CC1
i	12%	0%	73%[activator]	19%	16%[0.501 µM]	-23%	17%	-3	COc1ccc(-c2c(C#N)c(C)nc3c2C(=O)c2ccccc2-3)cc1

Tb PGK inh	Pin1 inh	GLS inhibitor	HP1b chromo inh	BAZ2B inh	G9a inh	JMJD2A Tudor inh	ERG Ets-DNA blk	PI4K2A inh	SMILES
-1%	0%	10%	16%[57 µM]	-12%[57.1 µM]	15%	2%	-13%	-3	Cc1cc(OCC(=O)N2CCN(c3ccccc3)CC2)c2c(C)cc(=O)oc2c1
i	-5%	-1%	27%	3%	69%[activator][59 µM]	7%	-1%	1	NC(=O)C(c1ccc(Cl)cc1)c1ncc(C(F)(F)F)cc1Cl (stereo unspecified)
0%	-2%	-3%	39%	1%	-3%[59 µM]	-12%	0%	3	Cn1c(Cn2c(=O)sc3ccccc32)nnc1SCC(N)=O
-9%	-3%	-4%	36%[57 µM]	4%	7%[59 µM]	-7%	-2%	5	Cc1cccc(Cn2cc(C(=O)Nc3ccc(F)c(C(F)(F)F)c3)ccc2=O)c1
2%	9%	-7%	4%	-31%	18µM*	-30%	1%	-1	COc1cccc(NC(=S)/C(=C(\[O-])c2ccc(OC(F)F)cc2)[n+]2ccccc2)c1
-1%	?	1%	15%	-7%	13%[59 µM]	-8%	0%	-4	CC(C)[C@H](NC(=O)c1ccccc1F)C(=O)NCCc1ccccc1
-1%	0%	0%	33%	-1%	-6%	-8%	8%	-2	C=CCc1c(C)nc2c(C(=O)O)cnn2c1C
1%	-2%	-8%	52%[activator]	-36%	-1%[59 µM]	-8%	3%	6	O=C(CCCCCn1c(=O)c2sccc2n(Cc2ccc(Cl)cc2)c1=O)NCc1ccc2c(c1)OCO2
i	1%	4%	16%	3%	-11%	3%	-5%	-9	O=C(NCc1ccccc1F)c1ccc2c(c1)OCO2
-9%	0%	3%	-4%	-28%	?	-20%	-18%	-4	Clc1ccccc1Cc1noc(CN2CCN(c3cnccn3)CC2)n1
-1%	36%[activator]	18%	16%	?	?	-31%	-1%	-5	COc1ccc(-n2c(SCC(=O)Nc3ccc(Cl)cc3)nc(O)c(Cc3ccccc3)c2=O)cc1
4%	3%	-2%	49%[activator]	20%	25%	27%	-4%	3	O=C(OCc1ccc(F)cc1)c1cccnc1Cl
-9%	-4%	5%	40%[activator]	-8%	-37%[12.7 µM]	-10%	-10%	5	O=S(=O)(Nc1ncccc1O)c1ccc(Cl)cc1
